Menin MLL FP TR – menin-MLL binding inhibition, Texas Red mutant peptide. O00255. Menin + Texas Red MLL mutant peptide, fluorescence polarization. 270,000 tested, 0.23% active. AID 1768. Potency, µM (top dose mostly 61.6 µM), without a hit: top-dose FP activity change, negative = inhibition, hits mostly inhibitors; active means well fitted inhibition curve with a large enough effect in the polarisation, with a control signal flat, not every such curve was filed as active; inconclusive means small, poorly fitted or top-dose-only effect, or effect the other way, or a change in a side signal; inactive means no such curve, though single readings can be large or run the other way; the % refers to the polarisation; further: potency means the concentration at half of the fitted maximal effect; % of control where 0% means no effect; many of its hits are not listed in these tables
Target sequence (O00255 whole entry, looked up): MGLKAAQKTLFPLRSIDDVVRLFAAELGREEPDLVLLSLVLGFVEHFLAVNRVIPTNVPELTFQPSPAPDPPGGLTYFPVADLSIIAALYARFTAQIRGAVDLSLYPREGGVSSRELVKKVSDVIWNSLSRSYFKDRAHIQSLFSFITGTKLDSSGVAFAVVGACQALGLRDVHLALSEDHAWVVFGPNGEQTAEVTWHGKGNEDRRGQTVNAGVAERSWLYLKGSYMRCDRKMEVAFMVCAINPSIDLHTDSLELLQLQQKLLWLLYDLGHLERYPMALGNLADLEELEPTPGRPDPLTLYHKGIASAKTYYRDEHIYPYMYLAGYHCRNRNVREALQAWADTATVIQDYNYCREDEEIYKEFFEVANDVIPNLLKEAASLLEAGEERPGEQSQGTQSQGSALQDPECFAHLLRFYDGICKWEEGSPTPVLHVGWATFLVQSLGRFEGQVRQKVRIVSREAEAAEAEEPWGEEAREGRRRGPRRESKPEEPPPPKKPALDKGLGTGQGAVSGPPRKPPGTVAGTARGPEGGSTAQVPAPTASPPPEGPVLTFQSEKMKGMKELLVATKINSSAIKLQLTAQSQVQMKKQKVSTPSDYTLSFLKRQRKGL
MBNL1-CUG inh – blocks human MBNL1 binding to CUG repeat RNA; TR-FRET MBNL1-His/biotin-(CUG)12 binding, 665/545 ratio; Q9NR56; 280,000 tested, 0.036% active; Potency, µM (highest dose often 57.5 µM), without a hit: at the top dose activity change, negative = inhibition, actives largely listed as inhibitors; active means well fitted inhibition curve with a large enough effect in the signal ratio, with a control signal flat, not every such curve was filed as active; inconclusive means small, poorly fitted or top-dose-only effect, or effect the other way, or a change in a side signal; inactive means no such curve, though single readings can be large or run the other way; the % refers to the signal ratio; further: potency means the concentration at half of the fitted maximal effect; on the % scale 0 is the no-effect control and ±100 the full control effect
Target sequence (Q9NR56 whole entry, looked up): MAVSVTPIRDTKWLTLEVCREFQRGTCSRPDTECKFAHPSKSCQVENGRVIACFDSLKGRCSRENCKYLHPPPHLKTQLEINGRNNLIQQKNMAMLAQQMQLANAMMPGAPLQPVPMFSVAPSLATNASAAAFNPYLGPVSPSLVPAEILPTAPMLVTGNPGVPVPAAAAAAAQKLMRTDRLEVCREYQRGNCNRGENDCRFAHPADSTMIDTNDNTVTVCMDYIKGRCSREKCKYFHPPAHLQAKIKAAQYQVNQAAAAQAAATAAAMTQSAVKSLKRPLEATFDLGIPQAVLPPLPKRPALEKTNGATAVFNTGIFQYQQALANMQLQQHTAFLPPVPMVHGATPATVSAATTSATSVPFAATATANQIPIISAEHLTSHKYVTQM
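Inhibition of protein-RNA binding appears as loss of TR-FRET between terbium anti-His antibody on MBNL1-His and streptavidin-XL665 on biotin-(CUG)12. Activity is normalized to buffer-only and uninhibited-complex controls.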
USP2a block – blocks human ubiquitin-specific protease USP2a. 330,000 tested, 0.01% active. USP2 core, Ub-CHOP2 coupled fluorogenic reporter, 485/531. Potency, µM (doses to about 38.3 µM), without a hit: at the top dose activity change, negative = inhibition, hits mostly inhibitors. O75604;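 further: potency means the concentration at half of the fitted maximal effect; plate controls were DMSO wells for no effect and full inhibition by NEM control for full effect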
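Cell-free coupled assay: 10nM USP2 core preincubated 30min RT with compound in Tris-HCl pH 8.0/CaCl2/CHAPS buffer, then 25nM Ub-CHOP2 and 25nM reporter substrate; fluorescence (Ex 485/Em 531) read after 60min RT, normalized to NEM inhibition, concentration-response curves fitted.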
Mito fusion act – inhibitors of mitochondrial division or activators of mitochondrial fusion; S. cerevisiae fusion-defective mutant growth rescue, CellTiterGlo 48 h; Potency, µM (highest dose often 46.1 µM), inactives show top-dose growth rescue (activation), most hits filed as activators; 320,000 tested, 0.23% active; AID 485298;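 further: potency means the concentration at half of the fitted maximal effect; % of control where 0% means no effect; nearly all actives have a fitted effect of over 45% in size; temperature-sensitive fusion mutants such as fzo1-1 at 37 °C on non-fermentable ethanol glycerol medium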
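Luminescent cell viability in 1536-well qHTS format served as the measure of rescued growth in ts fusion-mutant S. cerevisiae cultured on non-fermentable YPEG for 48 hours at 37C.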
ASM inhibitor – blocks human secretory acid sphingomyelinase; P17405; placental ASM, HMU-PC fluorogenic substrate, 60 min; Potency, µM (doses to about 57.5 µM), for inactives: at the top dose activity change, negative = inhibition, usual class: inhibitors; 340,000 tested, 0.006% active; AID 504937; further: potency means the concentration at half of the fitted maximal effect
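Human placenta-derived ASM enzyme was preincubated with compound for 10 minutes at room temperature, then given fluorogenic substrate HMU-PC0 (9 uM final) for 60 minutes at 37 °C; a pH 10 stop preceded fluorescence reading at Ex 386/Em 447 nm.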
Chronic BCR inh – inhibitors of chronic active B-cell receptor signaling. AID 493014. Potency, µM (doses to about 46.1 µM), for the others: top-dose ratio change, negative = lower green/red ratio, actives largely listed as inhibitors. 340,000 tested, 0.05% active. ABC-DLBCL IkBa-CBG/CBR reporter, luminescence ratio, 4 h; active means well fitted inhibition curve with a large enough effect in the signal ratio, with a control signal flat, not every such curve was filed as active; inconclusive means small, poorly fitted or top-dose-only effect, or effect the other way, or a change in a side signal; the % refers to the signal ratio;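 further: potency means the concentration at half of the fitted maximal effect; plate controls were basal doxycycline-induced cells for no effect and cells given 10 µM MG132 for full effect; MG132 reads +100%, hits lower the ratio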
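Concentration-response series (up to 46 uM) were applied to TMD8 dual-reporter cells for 4 h at 37C with doxycycline. Green/red ratio, after filter-overlap correction, defined %Activity; red signal alone was normalised to basal cells and zero luminescence.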
PKM2 activator – activators of human pyruvate kinase M2; P14618; purified PKM2, Kinase-Glo ATP luminescence, activation; response scale: 0% is enzyme alone, no compound; Potency, µM (series often up to 57.5 µM), for the others: top-dose activation, actives largely listed as activators; 260,000 tested, 0.34% active; further: potency means the concentration at half of the fitted maximal effect; on the % scale 0 is the no-effect control and ±100 the full control effect; nearly all actives have a fitted effect of over 55% in size
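ATP formation by purified human PK-M2, quantified via coupled luciferase luminescence after 1 h at room temperature with 0.1 mM ADP and 0.5 mM PEP final.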
Eya2 inh – blocks the phosphatase activity of human Eya2 | Potency, µM (highest dose often 76.9 µM), inactives show at the highest dose activity, negative = inhibition, actives largely listed as inhibitors | O00167 | recombinant Eya2, OMFP fluorescence dephosphorylation (OMFP is methylfluorescein phosphate) | 330,000 tested, 0.006% active; further: potency means the concentration at half of the fitted maximal effect; on the % scale 0 is the no-effect control and ±100 the full control effect
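Eya2 (0.2 uM) preincubated 10 min at ambient with compound, then OMFP substrate added at 50 uM; 10 min reaction in 50 mM HEPES pH 7.5, 50 mM NaCl, 5 uM MgCl2, 0.05% BSA, 1 mM DTT. Fluorescence read at Ex 485/Em 525 nm.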
hERG WT inh – inhibitors of human wildtype KCNH2 potassium channel. U2OS, BacMam KCNH2, thallium flux FluxOr; stronger effect = lower value. activity change, % at 1.84 µM. 340,000 tested, 0.37% active;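 active means maximum activity change below -70%; inconclusive means maximum activity change between -70% and -50%; inactive means maximum activity change above -50%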; further: on the % scale 0 is the no-effect control and ±100 the full control effect
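U2OS cells were transduced with wild-type KCNH2 virus (2.03 x 10^8 / mL) for 4 h at room temperature, then cultured overnight at 37 C. Thallium flux was read with FluxOr dye. Rate constants were normalized to DMSO controls.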
TSHR antagonist – human thyrotropin receptor antagonism; TSHR-expressing cells, TSH-stimulated cAMP HTRF, 2 h; stronger effect = lower value; activity change, negative = inhibition, % at 11.5 µM; 330,000 tested, 0.2% active;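 active means activity change below a set negative limit, meaning inhibition stronger than a set level, cut at about -70% in these data; inconclusive means activity change between two set negative limits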; further: on the % scale 0 is the no-effect control and ±100 the full control effect
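TSHR-expressing cells were treated with compounds, then stimulated with TSH at EC80 (4nM final) for 2 hours at 37 deg C. Cellular cAMP was measured by HTRF competition between lysate cAMP and cAMP-d2 for a cryptate-labelled anti-cAMP antibody.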
GALK inh – blocks human galactokinase activity | 270,000 tested, 0.007% active | Purified GALK, Kinase-Glo residual ATP luminescence | AID 1868 | P51570 | Potency, µM (titrated, usually from 57.5 µM), for the others: top-dose activity change, negative = inhibition, usual class: inhibitors; further: potency means the concentration at half of the fitted maximal effect; on the % scale 0 is the no-effect control and ±100 the full control effect
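Quantitative HTS: GALK 5 nM, ATP 35 uM, galactose 100 uM, 1 h room temperature, then luciferase-based ATP detection.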
Active calls of the source: *; i = inactive; ? = inconclusive; / = not tested or not shown; & = joins results of further samples; [ ] = dose if it differs, or a comment. Unless noted, the call rests on the fitted dose curve; in most records, active means well fitted curve in the direction sought with a large enough effect; inconclusive means small, poorly fitted or top-dose-only effect, or another doubt; inactive means no such curve, though single readings can be large; an effect the other way counts as inactive or inconclusive. Not all compounds are listed, so the mix of outcomes need not match the whole.

SMILES	Menin MLL FP TR	MBNL1-CUG inh	USP2a block	Mito fusion act	ASM inhibitor	Chronic BCR inh	PKM2 activator	Eya2 inh	hERG WT inh	TSHR antagonist	GALK inh
COc1ccc(C(=O)CSc2nnc(-c3cnccn3)n2Cc2ccco2)cc1	-3%[11.7 µM]	-4%	0%	0%	1%	0%	3%	10%	11	-3	1%
O=C(COc1ccc(Cl)cc1)Nc1ccc2c(c1)nc1n2CCOC1	/	-5%	2%	4%	-1%	-2%	/	8%	2	-3	4%
Cc1ccc(NC(=O)CCNS(=O)(=O)c2ccc(OC(F)(F)F)cc2)c(O)c1	/	-9%	1%	1%	0%	2%	-17%	0%	5	-1	5%
N#CC1=C(N)SC(N)=C(C#N)C1C1C=CCCC1 (configuration not stated)	7%	7%	1%	3%	1%	?	-12%	-10%	5	12	-3%
CCCc1cc(-n2ccnc2)n2c(nc3ccccc32)c1C#N	27%	?	15%	-1%	72%[activator]	?	4%	24%	-18	-5	-2%
COC(=O)[C@@H](NC(=O)NCCC1=CCCCC1)C(C)C	/	/	0%	5%	4%	-22%	1%	-3%	0	-1	7%
CCOC(=O)C(=O)Nc1nnc(C2CCCCC2)s1	2%	0%	3%	0%	0%	?	-2%	10%	-7	2	0%
Cc1ccc(COC(=O)CCCN=C2NS(=O)(=O)c3ccccc32)cc1	/	/	1%	3%	-2%	-4%	/	-15%	-13	-9	/
O=C(OC(C(=O)NCc1cccs1)c1ccccc1Cl)c1ccco1 (configuration not stated)	-7%	-3%	-1%	0%	-1%	0%	1%	-2%	-6	-8	4%
Cc1cc(NC(=O)CCN2CCC(C(N)=O)CC2)ccc1Br	-9%	-5%	3%	7%	1%	8%	-2%	-3%	5	-1	-1%
CCCn1c(C(=O)OC)cc2c1ccn2-c1ccc(F)cc1	18%	7%	-1%	-8%	-6%	?	-3%	6%	-3	-2	-1%
COc1ccc(N2CCN(S(=O)(=O)c3cccc4nsnc34)CC2)cc1	15%	?	0%	-1%	-3%	-15%	-3%	-7%	-1	-7	-4%
CN(C(=O)CCn1c(=S)oc2ccccc21)c1ccc(F)cc1	-14%	-8%	-1%	-2%	-2%	-1%	2%	7%	-9	-4	5%
O=C(Cc1cccs1)N/N=C/C=C/c1ccccc1	-29%	1%	0%	2%	-2%	1%	2%	2%	7	9	-2%
Cc1ccc(O)c(Nc2c3ccccc3nc3ccccc23)c1	13µM*	?	2%	1%	i	9%	/	-5%	-4	-6	3%
C=CCn1c(C)c(/C=C/c2cc[n+](C)cc2)c2ccccc21	-19%	?	?	-6%	-21%	2%	-4%	?	-1	?	-8%
COc1cccc(N2CCN(C3CC(=O)N(c4ccc(C)c(Cl)c4)C3=O)CC2)c1 (configuration not stated)	7%	5%	2%	-14%	-4%	1%	-3%	11%	-15	12	4%
Cc1ccc(N(C(=O)Cn2nnc3ccccc32)C(C(=O)NCc2ccccc2)c2ccccn2)cc1 (configuration not stated)	-7%	-4%	1%	1%	1%	?	-16%	-2%	2	3	-2%
CC(NC(=O)CC(c1ccccc1)c1cc(Cl)ccc1O)c1ccccc1 (configuration not stated)	1%	-2%	6%	?	-2%	10%	2%	-9%	-6	-7	3%
CN1c2ccccc2C(=O)/C(=C\Nc2ccc(F)cc2F)S1(=O)=O	/	2%	6%	-2%	27%	5%	1%	17%	0	12	-3%
Cc1ccc(C2CC(=O)Nc3sc(C(N)=O)c(N)c32)cc1 (configuration not stated)	9%	-9%	/	-1%	3%	/	-2%	/	11	/	-2%
O=C1CCN(Cc2ccc(O)cc2)CCN1[C@H](CO)Cc1ccccc1	?	6%	1%	1%	-1%	-12%	1%	-15%	12	23	/
COc1cc(/C=C/c2ccc3cccc(OC)c3n2)c(O)c([N+](=O)[O-])c1	30%	12%	4%	?	0%	?	-14%	9%	1	6	6%
O=C1N(c2ccc(Cl)c(Cl)c2)CN(Cc2ccccc2)CN1n1cnnc1	38%[activator]	13µM*	0%	-16%	0%	-1%	-5%	-3%	?	0	-4%
Cc1ccc(S(=O)(=O)N(C)c2ccccc2C(=O)Nc2ccc(F)cc2F)cc1	2%	-4%	3%	7%	2%	3%	2%	3%	-2	-13	3%
CCCCN(CC)S(=O)(=O)c1ccc(C(=O)N=c2sc3cc(NC(C)=O)ccc3n2C)cc1	?	2%	-5%	-1%	254%[activator]	5%	8%	0%	3	9	0%
Brc1cnc(N2CCCC2)nc1N1CCOCC1	-16%	1%	1%	-8%	-2%	2%	3%	10%	-10	4	0%
CC1(C)OC(=O)C(=CNCCc2ccc(O)cc2)C(=O)O1	17%	1%	7%	2%	1%	6%	0%	16%	7	20	-2%
O=C1NCCO1	/	/	2%	-7%	0%	-4%	/	-6%	-3	5	/
Cc1ccc(NC(=O)/C=C/C(=O)O)c([N+](=O)[O-])c1	1%	43%[activator]	-5%	-2%	6%	-5%	4%	-5%	-4	6	-6%
CCOC(=O)c1c(C)c(C(=O)NCc2ccco2)c(C)n1C	-9%	-9%	0%	1%	0%	-13%	-9%	-1%	/	4	7%
CCc1ccc(NC(=O)Cn2nc(C(F)(F)F)c3c2CCC3)cc1	15%	0%	3%	-7%	-1%	-1%	0%	-6%	-2	-12	2%
CCn1c(C)nc2cc(C(=O)N=Nc3c(O)[nH]c4c(C)cc(C)cc34)ccc21	-6%	29%	-1%	-5%	/	?	-4%	4%	/	6	2%
CCn1c(C(=O)N2CCC(C(=O)NCc3ccc4c(c3)OCO4)CC2)cc2sccc21	-10%	-6%	2%	6%	-3%	-9%	6%	3%	14	19	-1%
CC(C)CN(CCNC(=O)CN1C(=O)CSc2ccc(S(=O)(=O)N3CCOCC3)cc21)CC(C)C	-6%	-4%	1%	11%	-3%	1%&-5%	4%	-2%	32	-1	-1%
COc1cc(/C=N/n2cnnc2)ccc1OS(=O)(=O)c1ccccc1[N+](=O)[O-]	32%[activator]	?	-1%	0%	/	-5%	14%	6%	-1	-7	0%
Cc1ccc(S(=O)(=O)c2nc(-c3ccccc3)oc2N2CCC(C(N)=O)CC2)cc1	12%	-7%	0%	2%	4%	5%	-3%	5%	-19	0	3%
Cc1ccsc1/C=N/NC(=O)c1ccc2nc[nH]c2c1	-1%	?	0%	-2%	3%	?	-5%	-3%	-4	0	2%
O=C(O)CCCCCN1C(=O)/C(=C\c2cn(-c3ccccc3)nc2-c2cccs2)SC1=S	/	?	-6%	12%	-15%	?	?	5%	5	5	-6%
N/C(=N\OC(=O)C1CCCCC1)c1ccccn1	-22%	-6%	3%	-3%	1%	?	-32%	16%	18	22	6%
CC(=O)C(Sc1nnnn1-c1ccccc1)C(C)=O	/	/	3%	-6%	0%	7%	3%	-8%	-4	14	-1%
Cn1c(=O)c2c(ncn2CC(=O)N2CCN(c3ccc([N+](=O)[O-])cc3)CC2)n(C)c1=O	/	?	-1%	3%	-7%	-13%	0%	5%	5	3	1%
COc1ccc(/C=N/NC(=O)CN2CCS(=O)(=O)CC2)cc1	15%	12%	7%	2%	4%	-3%	-1%	14%	16	0	-3%
CCOc1ccccc1N(CC(=O)Nc1ccc(OC)c(OC)c1)S(=O)(=O)c1ccccc1	4%	-3%	3%	4%	4%	?	-4%[11.5 µM]	-13%	1	10	4%
COC(=O)CC(CP(=O)(O)CN(C)C=O)C(=O)OC (configuration not stated)	/	6%	0%	-1%	-1%	0%	5%	-3%	0	4	-1%
Nn1cnc2sc3c(c2c1=O)CCC3	/	-4%	0%	2%	6%	-28%	-1%	-18%	7	-2	-4%
O=[N+]([O-])c1ccc(NCc2ccccc2)nc1	8%	?	1%	-2%	-1%	5%	22%	3%	3	0	/
CCOC(=O)C1=C(C)c2ccccc2OC1(C)C(=O)OCC (configuration not stated)	2%[94.6 µM]	/	0%	/	-1%	2%	/	-8%	-2	-1	/
